TRHR enhancer: allosteric enhancers of human TRH receptor. P34981. TRHR cells, fluo-8 calcium fluorescence, EC20 TRH enhancement. enhancement, % at 2 µM. hit rate 0.66% among 360,000; in the data active = enhancement above about 30%; also: 0% is about no effect
Target sequence (P34981 whole entry, looked up): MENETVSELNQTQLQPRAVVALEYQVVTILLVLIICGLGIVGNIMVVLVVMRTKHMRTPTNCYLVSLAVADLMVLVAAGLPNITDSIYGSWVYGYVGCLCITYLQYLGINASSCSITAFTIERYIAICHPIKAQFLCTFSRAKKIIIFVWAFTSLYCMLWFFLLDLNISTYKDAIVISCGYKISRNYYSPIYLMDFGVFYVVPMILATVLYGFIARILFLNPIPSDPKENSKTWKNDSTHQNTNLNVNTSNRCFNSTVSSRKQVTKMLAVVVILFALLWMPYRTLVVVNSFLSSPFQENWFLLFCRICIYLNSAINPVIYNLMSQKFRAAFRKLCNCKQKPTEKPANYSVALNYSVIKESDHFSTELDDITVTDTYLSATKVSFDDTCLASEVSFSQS
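Enhancer read-out: after compound pinning and an initial kinetic agonist-mode read, an EC20 of TRH (10 nM final) was injected and fluo-8 calcium signal (Ex 480/Em 530) followed at 1 s/cycle for 100 cycles in TRHR-expressing cells.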
mIDH1 inhibitor: blocks human mutant IDH1 R132H enzyme; Potency, µM (series often up to 76.6 µM), for inactives: at the top dose activity change, negative = inhibition, usual class: inhibitors; hit rate 0.093% among 390,000; IDH1-R132H enzyme, NADPH consumption, diaphorase/resazurin fluorescence; also: potency is read from the fitted curve at half-maximal effect; % is scaled to controls: 0 for no effect and ±100 for the full control effect; nearly all actives have a fitted effect of over 65% in size
Target sequence (O75874 whole entry R132H, stated change not applied): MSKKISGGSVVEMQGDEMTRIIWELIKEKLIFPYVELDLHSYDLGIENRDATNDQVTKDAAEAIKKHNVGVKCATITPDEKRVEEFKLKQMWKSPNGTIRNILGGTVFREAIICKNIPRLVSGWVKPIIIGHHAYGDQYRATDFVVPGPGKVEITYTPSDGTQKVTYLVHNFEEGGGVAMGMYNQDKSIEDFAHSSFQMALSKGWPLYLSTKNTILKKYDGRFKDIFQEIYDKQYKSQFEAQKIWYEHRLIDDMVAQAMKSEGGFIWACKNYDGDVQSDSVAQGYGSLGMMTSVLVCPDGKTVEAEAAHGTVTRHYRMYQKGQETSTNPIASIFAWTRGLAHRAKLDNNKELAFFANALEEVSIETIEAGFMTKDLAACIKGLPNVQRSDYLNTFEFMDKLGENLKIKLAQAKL
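IDH1-R132H (0.5 ug/mL) preincubated 30 min with compound, then NADPH (0.016 mM) and alpha-KG (2 mM) added; 80 min at RT, pH 7.5. Remaining NADPH coupled via diaphorase/resazurin to fluorescence (540/590 nm); concentration-response curves normalized to no-enzyme control.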
TrxR1 substrate: substrates of rat thioredoxin reductase 1. Potency, µM (top dose mostly 114 µM), inactives show at the highest dose activity change, negative = substrate turnover. hit rate 0.01% among 390,000. purified TrxR1 substrate turnover, NADPH consumption readout. AID 588456. O89049; also: potency is read from the fitted curve at half-maximal effect; % is scaled to controls: 0 for no effect and ±100 for the full control effect; nearly all actives have a fitted effect of over 50% in size
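Rat TrxR1, dispensed at 90 nM, was prereduced with 400 uM NADPH (final) for 5 min at ~22 deg C, then incubated with compound 15 min before 400 uM selenite. A first-read NADPH fluorescence drop versus no-compound background flagged substrates.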
TRHR ag: agonists of human TRH receptor. P34981. AID 493084. hit rate 0.18% among 360,000. TRHR cells, calcium flux fluo-8, FDSS agonist mode. activation, % at 2 µM; in the data active = activation above about 30%; also: 0% is about no effect
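TRHR-expressing cells, plated overnight in medium with 10% serum, were loaded with fluo-8 calcium dye at room temperature. After a 10 s baseline, library compound was pin-added and calcium release was recorded kinetically (ex 480/em 530) as agonist response.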
USP1-UAF1 inh: blocks the human USP1/UAF1 deubiquitinase complex; Potency, µM (doses to about 57.1 µM), for inactives: top-dose activity change, negative = inhibition, hits mostly inhibitors; hit rate 0.23% among 390,000; recombinant USP1/UAF1, Ub-Rhodamine cleavage fluorescence; also: potency is read from the fitted curve at half-maximal effect; % is scaled to controls: 0 for no effect and ±100 for the full control effect; nearly all actives have a fitted effect of over 60% in size; inactives centre near -12
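1 nM enzyme complex + cpd, 15 min RT; start with Ub-Rho 150nM final; kinetic fluorescence ex 480/em 540, 6 reads q60 s. Buffer 50mM HEPES pH 7.8, 0.5mM EDTA, 0.1 mg/ml BSA, 1mM TCEP, 0.01% Tween-20.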
D2 antagonist: D2 dopamine receptor (human) antagonism. P14416. HEK293 TREx D2 cells, calcium flux, dopamine EC80. inhibition, % at 10 µM. hit rate 2% among 340,000; in the data active = inhibition above about 30%; also: 0% is about no effect
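Read-out: kinetic calcium fluorescence (1 cycle/s) in inducible HEK293 T-REx D2 cells after an EC80 dopamine addition that followed 180 s compound preincubation. Loss of the dopamine response indicates antagonism.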
rTrxR1 inhibitor: blocks rat thioredoxin reductase 1; recombinant rTrxR1, NADPH fluorescence consumption, selenite substrate; AID 588453; Potency, µM (doses to about 114 µM), for inactives: at the top dose activity change, negative = inhibition, actives largely listed as inhibitors; hit rate 1% among 390,000; also: potency is read from the fitted curve at half-maximal effect; % is scaled to controls: 0 for no effect and ±100 for the full control effect; nearly all actives have a fitted effect of over 65% in size
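Rat TrxR1 (90 nM in the dispensed reagent) was pre-reduced with 400 uM NADPH for 5 min at room temperature, then incubated with compound for 15 min. After 400 uM selenite was added, NADPH fluorescence (Ex 340/Em 450 nm) was followed for 8 min.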
D2 ag: activates the human D2 dopamine receptor. P14416. hit rate 0.53% among 340,000. activation, % at 2 µM. HEK293 T-REx D2 cells, calcium flux agonist mode;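 active = activation over 3 SD above normal in the single-dose calcium agonist read, cut at about 30% in these data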; also: 0% is about no effect
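Calcium-flux readout, 1 cycle/sec over 180 s following compound pin transfer, in inducible HEK293 Trex D2 cells (force-coupled); dopamine controls included. Positive calcium responses during this window marked compounds as potential agonists.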
Pin1 inhibitor: human Pin1 inhibition | Potency, µM (series often up to 115 µM), for the others: at the top dose activity, negative = inhibition, most hits filed as inhibitors | hit rate 0.009% among 390,000 | Q13526 | Pin1 FP peptide displacement, HiFluor488, 10 min; active = well fitted inhibition curve with a large enough effect in the polarisation, with a control signal flat, not every such curve was filed as active; inconclusive = small, poorly fitted or top-dose-only effect, or effect the other way, or a change in a side signal; inactive = no such curve, though single readings can be large or run the other way; the % refers to the polarisation; also: potency is read from the fitted curve at half-maximal effect; % is scaled to controls: 0 for no effect and ±100 for the full control effect
Target sequence (Q13526 whole entry, looked up): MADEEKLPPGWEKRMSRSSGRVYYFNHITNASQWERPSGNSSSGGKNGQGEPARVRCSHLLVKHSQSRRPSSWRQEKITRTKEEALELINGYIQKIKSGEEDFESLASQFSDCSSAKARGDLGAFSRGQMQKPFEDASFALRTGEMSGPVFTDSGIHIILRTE
The depositor's hits bear a star; ? = inconclusive; . = no result given; [ ] = another dose, or the depositor's remark. Unless noted, calls follow the shape of the dose curve; as a rule, active = well fitted inhibition curve with a large enough effect; inconclusive = small, poorly fitted or top-dose-only effect; inactive = no such curve, though single readings can be large or run the other way.

| SMILES | TRHR enhancer | mIDH1 inhibitor | TrxR1 substrate | TRHR ag | USP1-UAF1 inh | D2 antagonist | rTrxR1 inhibitor | D2 ag | Pin1 inhibitor |
| --- | --- | --- | --- | --- | --- | --- | --- | --- | --- |
| COc1cccc(N=CC2=C(O)CCCC2=O)c1 | 5 | 2% | -13% | 0.0 | 4% | 13 | 6%[57.1 µM] | 0.3 | -1% |
| O=C1C(=O)N(CC2CCCO2)C(c2ccco2)/C1=C(/O)c1ccc(F)cc1 (configuration not stated) | 10 | 8% | -4% | 0.8 | -5% | 4 | 9%[57.1 µM] | 0.2 | -5% |
| COc1ccc(/C=C/CN2CCCC(C(=O)c3cc(F)ccc3F)C2)cc1 (configuration not stated) | 32* | 3% | -1%[57.1 µM] | -0.6 | -19% | 34* | 11%[57.1 µM] | -0.4 | 3% |
| O=C(c1cccc(Cl)c1)N1CCN(Cc2c[nH]c3ccccc23)CC1 | 19 | 7% | 1%[11.4 µM] | -0.2 | -1% | . | 29%[57.1 µM] | . | -14% |
| CCOC(=O)c1sc2nc(CC(=O)OC)nc(NCc3ccc(Cl)cc3)c2c1C | -15 | 4% | 49%[activator] | -1.4 | -6% | -23 | 34% | -0.4 | 7% |
| Cc1noc(C)c1NC(=O)N(C)C[C@H]1Oc2ccc(NS(=O)(=O)c3c(C)noc3C)cc2C(=O)N([C@H](C)CO)C[C@@H]1C | . | 0% | -7% | . | -15% | . | ? | . | 3% |
| O=C(Nc1ccc(N2CCOCC2)cc1)Nc1ccc2nsnc2c1 | 2 | 15% | -2% | -0.8 | -6% | 5 | 9% | 0.7 | -3% |
| CCOc1ccc(NS(=O)(=O)c2ccc(C(=O)N(C)CC(=O)Nc3ccc(C)cc3)cc2)cc1 | -6 | 1% | -6% | 0.0 | -15% | -12 | -1% | -0.2 | 3% |
| COc1ccc(-n2nc(C(=O)NCC(=O)N3CCN(c4ccccn4)CC3)c3ccccc3c2=O)cc1 | 2 | 9% | 7% | -1.0 | -21% | -6 | 14% | -0.3 | 9% |
| COc1cc(OC)cc(C(=O)Nc2cc(-c3nc4cccnc4s3)ccc2C)c1 | -5 | -1% | 8%[11.4 µM] | 0.4 | 9% | . | 11% | 0.1 | 2% |
| Cc1noc(C)c1C(=O)N1CCN(c2ccccc2O)CC1 | 0 | 6% | -1% | 0.3 | -15% | -6 | 7% | 0.0 | 5% |
| Cc1ccc(-n2c(SCC(N)=O)nnc2-c2ccccn2)cc1C | 3 | -4% | -5% | 0.9 | -4% | -6 | -6% | -1.3 | ? |
| Cc1cc(SCC(=O)c2ccccc2)n2nc(C)nc2n1 | 0 | -7% | -9% | 0.5 | -2% | -6 | -12% | 0.5 | 6% |
| CCc1ccc(-n2c(=O)c3c4c(sc3n(Cc3ccccc3C#N)c2=O)CCCC4)cc1 | 15 | 13% | 1% | -1.5 | -9% | . | 11% | -0.5 | 13% |
| Cc1ccc(S(=O)(=O)N2CCCC2C(=O)Nc2ccc(O)cc2)cc1 (configuration not stated) | 0 | 11% | 6% | -0.5 | -20% | -3 | 34%[activator] | -2.5 | ? |
| CCCC[n+]1c2ccccc2cc2ccccc21 | 2 | 0% | 14%[57.1 µM] | -1.0 | -18% | 8 | 22%[57.1 µM] | 2.3 | -7% |
| Cc1ccc(CNC(=O)c2cc(=O)c3cc(C)c(C)cc3o2)cc1 | -9 | -7% | 1% | -0.8 | -15% | . | 7% | -0.8 | -2% |
| CC(C)CC(=O)NCCCN1CCN(CCCNC(=O)CC(C)C)CC1 | 7 | -4% | 1%[57.1 µM] | -0.4 | -2% | -14 | -5%[57.1 µM] | -0.5 | -12% |
| COc1ccc(OC)c(NC(=O)COC(=O)C2CCN(C(=O)c3ccc(Cl)cc3)CC2)c1 | -6 | 6% | 8% | -1.3 | -19% | 11 | 15%[57.1 µM] | -1.0 | 1% |
| Cc1cc(C)c2nc(N3CCC(C(=O)N4CCN(c5ncccn5)CC4)CC3)sc2c1 | 9 | 3% | 0% | -1.0 | -25% | 0 | 20% | -1.4 | -10% |
| CCC(C(=O)NCCc1ccc(OC)cc1OC)n1nc(C)n2c(cc3occc32)c1=O (configuration not stated) | -6 | -4% | -11% | -0.8 | -2% | -27 | -5% | -0.6 | 0% |
| CC(=O)Nc1ccc(C=NNc2ccc(S(=O)(=O)Nc3ccccc3C(=O)O)cc2[N+](=O)[O-])cc1 | . | -4% | -19% | . | -14% | . | -25% | . | . |
| Cc1ccc(-c2csc3ncnc(SCC(=O)NCc4ccc5c(c4)OCO5)c23)cc1 | -9 | 6% | 14% | 0.1 | -13% | 7 | 26% | 0.6 | 56%[activator] |
| COc1ccnc(Oc2ccc(F)cc2)c1C#N | 4 | -10% | -8%[57.1 µM] | -0.3 | -12% | -8 | -5%[57.1 µM] | 0.1 | 3% |
| COc1ccccc1C(=O)Nc1cc2cc(Br)ccc2oc1=O | 6 | 2% | 26% | -0.7 | -18% | -23 | 3% | 9.9 | 4% |

Sorted by the number under TRHR enhancer (highest first): 3 from the list above
Structure	TRHR enhancer
COc1ccc(/C=C/CN2CCCC(C(=O)c3cc(F)ccc3F)C2)cc1 (configuration not stated)	32*
Cc1ccc(-n2c(SCC(N)=O)nnc2-c2ccccn2)cc1C	3
COc1cc(OC)cc(C(=O)Nc2cc(-c3nc4cccnc4s3)ccc2C)c1	-5

Next entries:
| SMILES | TRHR enhancer | mIDH1 inhibitor | TrxR1 substrate | TRHR ag | USP1-UAF1 inh | D2 antagonist | rTrxR1 inhibitor | D2 ag | Pin1 inhibitor |
| --- | --- | --- | --- | --- | --- | --- | --- | --- | --- |
| CCN1CCCC(OC(=O)C(c2ccccc2)c2ccccc2)C1 (configuration not stated) | 5 | -10% | 7% | -1.3 | -21% | 4 | 33% | -0.5 | 2% |
| C/C=C(\C)C(=O)NCCN1C2=NC[C@H](C(C)C)N2C[C@H]1Cc1ccc(O)cc1 | -3 | 1% | -2%[57.1 µM] | -0.1 | 5% | 9 | 5%[57.1 µM] | -0.1 | 7% |
| O=C(NC1CCCC1)C(c1ccc(F)cc1)N(Cc1ccc(F)cc1)C(=O)CCl (configuration not stated) | 2 | -2% | -1% | -0.5 | -9% | -7 | 40µM* | 1.0 | 6% |
| Cc1ccc(C(=O)OCc2cc(=O)n3c(C)csc3n2)s1 | -4 | -19% | 6% | -0.2 | -9% | -8 | 20% | -0.1 | -6% |
| COc1cc(C(=O)NCc2cccnc2)ccc1OCC(=O)Nc1cccc(C(F)(F)F)c1 | 2 | 1% | 8% | 0.2 | -1% | 15 | 18% | 0.2 | 4% |
| COc1ccccc1C=NN1CCCCCC1 | . | 0% | 8%[57.1 µM] | . | -6% | . | 14%[57.1 µM] | . | -5% |
| Fc1ccc(NC(=S)N/N=C/c2ccc(F)c(F)c2)cc1 | -8 | -1% | 7%[57.1 µM] | -2.1 | -11% | . | 15%[57.1 µM] | . | -1% |
| O=C(COC(=O)CCc1ccccc1)NC1CCS(=O)(=O)C1 (configuration not stated) | 8 | 0% | -10% | 0.6 | -9% | . | -6% | . | 3% |
| C/C(Cc1ccccc1)=N\NC(=O)CNC(=O)c1ccccc1Br | -2 | -13% | 0% | -0.1 | -3% | -3 | 11% | 0.3 | -4% |
| Cc1ccccc1NC(=O)COC(=O)CN1C(=O)NC(C)(C)C1=O | 11 | 8% | -7% | -0.6 | -7% | -25 | 1% | 0.4 | -3% |
| Oc1ccc(F)cc1-c1cc(-c2ccc3c(c2)OCCO3)n[nH]1 | -5 | 10% | 8%[57.1 µM] | 0.7 | -27% | 0 | 5%[57.1 µM] | 2.5 | ? |
| CC(C)C(=O)N1CCN(c2ccccc2NC(=O)c2cccc3ccccc23)CC1 | -13 | -9% | -11% | -0.6 | -19% | . | -12% | . | 2% |
| COc1cc(-c2nnc(SC/C=C/c3ccccc3)n2N)cc(OC)c1OC | 10 | 1% | -6% | -1.2 | -12% | 9 | -16% | 1.0 | 0% |
| O=C(CSc1nc2c(c(=O)[nH]1)CCC2)Nc1ccccc1C(F)(F)F | -5 | . | -7% | -0.1 | -21% | . | 10% | -0.3 | 3% |
| O=C(COC(=O)Cc1cccc(C(F)(F)F)c1)NCC1CCCO1 (configuration not stated) | 3 | -2% | 6%[2.29 µM] | 0.7 | -7% | 14 | -8%[2.29 µM] | . | 3% |
| CC(C)(C)c1ccc(-c2nc(SCCCOc3ccccc3)n3[nH]c(=O)cc3n2)cc1 | 3 | . | -2%[57.1 µM] | 0.3 | ? | . | -10%[57.1 µM] | -0.3 | . |
| CCN(CC#CCC1(O)c2ccccc2-c2ccccc21)CCO | . | 3% | 11% | . | ? | . | 20% | . | -2% |
| c1ccc2nc(-c3ccc4c(c3)OCO4)ccc2c1 | 12 | 12% | 42%[activator][57.1 µM] | -0.3 | -15% | -7 | 6%[57.1 µM] | 0.4 | 1% |
| CC(=O)Nc1ccc(NC(=O)C(C)OC(=O)C2CCN(S(=O)(=O)c3ccc4c(c3)OCCO4)CC2)cc1 (configuration not stated) | 4 | 0% | -9%[57.1 µM] | -0.2 | -8% | -13 | 2% | -0.3 | 4% |
| O=C(O)C1=NN(c2ccccc2)C(=O)C1 | 4 | 4% | 3% | 1.2 | -17% | -2 | 2% | -0.3 | . |
| COC(=O)c1cccc(C(=O)N2CCC(CCC(=O)NCc3ccc(F)cc3)CC2)c1 | -1 | -7% | -4% | 0.2 | -28% | -13 | -6% | -0.4 | -3% |
| Cc1ccc(C(=O)N2CC(=O)Nc3ccc(Br)cc3C2c2ccc(F)cc2)cc1C (configuration not stated) | 5 | -5% | 3% | 0.0 | -8% | . | 17% | 0.2 | 27% |
| O=C(O)c1ccc(Cl)c(S(=O)(=O)Nc2ccccc2Cc2ccccc2)c1 | 5 | -9% | 8% | -0.3 | ? | 4 | 5% | -0.8 | -10% |
| N#CCC1c2ccccc2CCN1C(=O)Nc1ccc(Cl)cc1 (configuration not stated) | 1 | 7% | 3% | -0.4 | -12% | -3 | 16% | -1.0 | -2% |

An excerpt; rates above refer to the full screens.
